High-throughput results (PubChem)
RECQ1 helicase – qHTS Assay for Inhibitors of RecQ-Like Dna Helicase 1 (RECQ1); ATP-dependent DNA helicase Q1 (Homo sapiens), P46063; RECQ1 DNA unwinding, red fluorescence kinetic read; Potency, µM (highest dose often 57.3 µM), inactives show at the highest dose activity, negative = inhibition, most hits filed as inhibitors; actives 0.54% (n = 240,000);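 further: plate controls were vehicle for no effect and no enzyme for full effect; nearly all actives have a fitted effect of over 30% in size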
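50 nM RECQ1T1 preincubated 15 min with compound in Tris pH 8.0 buffer with MgCl2, DTT, Tween-20 and 2.5 ug/ml poly(dI-dC); started with 200 nM TAMRA/BHQ-2 forked duplex and 2 mM ATP. Unwinding read as fluorescence (525/598 nm), two reads 2 h apart.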
TRb SRC2 PPI – qHTS for Inhibitors of the Interaction of Thyroid Hormone Receptor and Steroid Receptor Coregulator 2 | TRbeta-SRC2 peptide binding, fluorescence polarization; receptor liganded with 1 µM T3 | Potency, µM (highest dose often 106 µM), inactives show top-dose activity change, negative = inhibition, actives largely listed as inhibitors | actives 0.065% (n = 280,000);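 further: plate controls were bound peptide for no effect and peptide without receptor for full effect; nearly all actives have a fitted effect of over 50% in size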
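TRb LBD 0.6 uM + Texas Red SRC2 peptide 20 nM, 1 uM T3, Tris buffer w/ 5% DMSO; compound pinned, 5 h RT; FP read ex 555/em 632; normalized to unbound and bound controls.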
ALDH1A1 block – qHTS Assay for Inhibitors of Aldehyde Dehydrogenase 1 (ALDH1A1). Potency, µM (titrated, usually from 75.3 µM), without a hit: at the top dose activity, negative = inhibition, most hits filed as inhibitors. Purified ALDH1A1, NADH fluorescence, propionaldehyde substrate. actives 7.3% (n = 220,000). Aldehyde dehydrogenase 1A1 (Homo sapiens), P00352. AID 1030, 2008; active means well fitted inhibition curve with a large enough effect, not every such curve was filed as active; inconclusive means small, poorly fitted or top-dose-only effect, or another doubt; inactive means no such curve, though single readings can be large or run the other way;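 further: plate controls were no enzyme wells and a reference inhibitor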
Target sequence (P00352 whole entry, looked up): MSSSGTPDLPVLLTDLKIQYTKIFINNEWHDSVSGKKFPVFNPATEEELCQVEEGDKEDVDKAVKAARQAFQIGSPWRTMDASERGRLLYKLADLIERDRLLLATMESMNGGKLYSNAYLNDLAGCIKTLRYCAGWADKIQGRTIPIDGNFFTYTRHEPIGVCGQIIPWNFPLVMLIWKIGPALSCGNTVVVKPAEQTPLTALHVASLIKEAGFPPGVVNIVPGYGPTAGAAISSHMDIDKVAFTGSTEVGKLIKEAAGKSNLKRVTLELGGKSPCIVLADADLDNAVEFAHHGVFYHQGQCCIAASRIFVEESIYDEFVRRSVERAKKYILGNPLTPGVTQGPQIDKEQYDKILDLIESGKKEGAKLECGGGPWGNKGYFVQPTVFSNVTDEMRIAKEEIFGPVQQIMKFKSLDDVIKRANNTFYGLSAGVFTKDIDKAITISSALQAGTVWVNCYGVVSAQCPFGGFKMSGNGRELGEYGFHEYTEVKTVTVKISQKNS
LMNA splice mod – qHTS Assay for Modulators of Lamin A Splicing | AID 1487, 2009 | Potency, µM (doses to about 46.1 µM), for inactives: at the top dose ratio change, negative = inhibition, usual class: inhibitors | HeLa LMNA splicing GFP/RFP minigene ratio, 48 h | actives 0.01% (n = 200,000); active means well fitted inhibition curve with a large enough effect in the signal ratio, with a control signal flat, not every such curve was filed as active; inconclusive means small, poorly fitted or top-dose-only effect, or effect the other way, or a change in a side signal; the % refers to the signal ratio; further: on the % scale 0 is the no-effect control and ±100 the full control effect
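S3 HeLa stable clones carrying a lamin A-EGFP splicing minigene plus DsRed2 were seeded at 600 cells/well in Opti-MEM with 2% FBS, pin-dosed and incubated 48 h at 37°C. Acumen cytometry (488 nm) gave the GFP/RFP total-intensity ratio.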
SMN2 splice enh – qHTS Assay for Enhancers of SMN2 Splice Variant Expression | Potency, µM (top dose mostly 46.1 µM), inactives show at the highest dose activity change, positive = activation, hits mostly activators | HEK293 SMN2-luciferase splicing reporter, luminescence, 30-36 h | actives 2.8% (n = 210,000) | AID 1458, 2008; further: % of control where 0% means no effect; nearly all actives have a fitted effect of over 55% in size
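HEK293 cells carry an SMN2 minigene-luciferase reporter in which exon 7 inclusion puts luciferase in frame. Cells were seeded at 2000 cells/well, attached for 10-12 hours, then exposed to compounds for 30-36 hours at 37C before ONE-Glo luminescence.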
GoLoco inh red – qHTS Assay for Inhibitors of RGS12 GoLoco Motif Activity (Red Fluorophore); Guanine nucleotide-binding protein G(i) subunit alpha-1 (Homo sapiens), P63096; Gai1:RGS12 GoLoco peptide FP, rhodamine, 10 min; Potency, µM (highest dose often 61.6 µM), inactives show at the top dose activity, negative = inhibition, actives largely listed as inhibitors; actives 0.44% (n = 230,000); AID 880, 2007; active means well fitted inhibition curve with a large enough effect, not every such curve was filed as active; inactive means no such curve, though single readings can be large or run the other way; further: on the % scale 0 is the no-effect control and ±100 the full control effect; nearly all actives have a fitted effect of over 30% in size; many of its hits are not listed in these tables
Target sequence (P63096 whole entry, looked up): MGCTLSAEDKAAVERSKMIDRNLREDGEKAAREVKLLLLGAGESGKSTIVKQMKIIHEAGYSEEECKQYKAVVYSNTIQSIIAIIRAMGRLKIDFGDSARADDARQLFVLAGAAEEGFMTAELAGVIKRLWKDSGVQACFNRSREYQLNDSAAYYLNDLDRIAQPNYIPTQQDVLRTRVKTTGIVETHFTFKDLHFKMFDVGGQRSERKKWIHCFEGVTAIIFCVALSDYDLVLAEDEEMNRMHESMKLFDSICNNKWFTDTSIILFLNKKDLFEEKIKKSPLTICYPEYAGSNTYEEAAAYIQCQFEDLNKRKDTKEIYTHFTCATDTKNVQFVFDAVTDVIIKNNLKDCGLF
KDM4E inh – qHTS Assay for Inhibitors of Human Jumonji Domain Containing 2E (JMJD2E). actives 1.6% (n = 230,000). JMJD2E catalytic domain, FDH-coupled NADH fluorescence (FDH is formaldehyde dehydrogenase). Potency, µM (highest dose often 57.1 µM), without a hit: at the top dose activity change, negative = inhibition, hits mostly inhibitors. Lysine-specific demethylase 4E (Homo sapiens), B2RXH2; active means well fitted inhibition curve with a large enough effect, not every such curve was filed as active; inconclusive means small, poorly fitted or top-dose-only effect, or another doubt; inactive means no such curve, though single readings can be large or run the other way;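 further: 0% = wells with enzyme and -100% = buffer wells without enzyme; nearly all actives have a fitted effect of over 50% in size; many of its hits are not listed in these tables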
TR SRC2 fluor cs – Total Fluorescence Counterscreen for Inhibitors of the Interaction of Thyroid Hormone Receptor and Steroid Receptor Coregulator 2. TRb/SRC2 Texas Red total fluorescence interference. actives 0.29% (n = 280,000). Potency, µM (titrated, usually from 106 µM), without a hit: at the highest dose fluorescence change, negative = quenching; active means well fitted curve in either direction with a large enough effect; inconclusive means small, poorly fitted or top-dose-only effect; further: on the % scale 0 is the no-effect control and ±100 the full control effect
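Human TRb ligand-binding domain at 0.6 uM with 20 nM Texas Red SRC2 peptide in Tris buffer containing 1 uM T3 and 5% DMSO, incubated with compound 5 h at ambient temperature. Total fluorescence (555/632 nm) calculated as parallel + 2 × perpendicular.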
Numbers without * were called inactive; i = inactive; ? = inconclusive; nt = not tested or not shown; & = joins results of further samples; [ ] = remark or other dose. Unless noted, the call rests on the fitted dose curve; in most records, active means well fitted curve in the direction sought with a large enough effect; inconclusive means small, poorly fitted or top-dose-only effect, or another doubt; inactive means no such curve, though single readings can be large; an effect the other way counts as inactive or inconclusive. Potency means the concentration at half of the fitted maximal effect. An excerpt (hit frequency here may not be typical).

SMILES | RECQ1 helicase | TRb SRC2 PPI | ALDH1A1 block | LMNA splice mod | SMN2 splice enh | GoLoco inh red | KDM4E inh | TR SRC2 fluor cs
COc1ccc(-c2csc(/C(C#N)=C\c3ccc(O)c([N+](=O)[O-])c3)n2)cc1OC | i | 1% | ? | nt | nt | 7% | 13% | -17%
CC(C)Oc1ccc(C(=O)N(CN2CCCC2=O)c2ccc(F)cc2)cc1 | i | -2% | ? | 14% | -11% | 3% | 9% | 5%
O=C(/C=N/O)Nc1ccccc1C(=O)O | i | -1% | 2% | 5% | 10% | 1% | 4% | 2%
COc1ccc(C(=O)O)cc1NC(=S)NC(=O)c1ccc(-c2ccc(Cl)cc2)o1 | 8% | -1% | ? | nt | -14% | -3% | ? | 0%
O=C1c2ccccc2-c2nc3ccccc3n21 | -25% | -8% | nt | nt | nt | 4% | -1% | 1%
COc1ccc(CCn2c(C)cc(C(=O)CSc3nnnn3C)c2C)cc1 | -30% | -7% | 4% | 21% | -19% | 0% | -13% | -5%
C/C(CC(=O)NCc1ccc(F)cc1)=N\NC(N)=S | i | 0% | ? | nt | 3% | -1% | 3% | 1%
COc1ccc(CC(=O)Nc2ccc(N3CCN(c4ccc(OC)cc4)CC3)c(C#N)c2)cc1 | -1% | 7% | ? | 17% | 22% | 3% | -1% | -1%
Cc1nnc(SCc2cc(=O)n3[nH]cnc3n2)s1 | -2% | 5% | 1% | -1% | 19% | -7% | -6% | -7%
COc1ccccc1N(CCN1C(=O)c2cccc3cccc(c23)C1=O)C(=O)c1ccncc1 | i | 7% | 7% | -5%[46 µM] | -2% | 13% | -21% | 0%
Cc1nnc(SCc2cccc([N+](=O)[O-])c2)s1 | i | 6% | ? | ? | 25% | 13% | -1% | -1%
CCOc1ccc(C(O)C(CN2CCOCC2)c2ccccc2)cc1 (stereo not given) | -12% | -1% | ? | 3% | 1% | 2% | -4% | 2%
CCS(=O)(=O)Nc1ccc(C(=O)CC2(O)C(=O)Nc3ccc(Br)cc32)cc1 (stereo not given) | 8% | -2% | 1% | 6% | -7% | 3% | -1% | -2%
CCOC(=O)c1cccnc1SCC(=O)N(C)c1ccccc1 | -3% | -1% | 25% | 6% | -7% | 6% | 1% | -1%
Cc1ccccc1OCCC(=O)OCC(=O)Nc1ccc(C(N)=O)cc1 | 9% | 3% | -13% | nt | nt | 20% | 10% | -5%
CC(NC(=O)C(C)(C)C)C(c1cccs1)N1CCOCC1 (stereo not given) | -1% | -3% | nt | nt | nt | 2% | -3% | -2%
CC(=O)Nc1cccc(NC(=O)c2cc(Cl)ccc2Cl)c1 | -7% | -11% | -5% | nt | -30%[inhibitor] | 0% | -7% | -2%
COc1ccccc1NC(=O)CCCc1nc(-c2ccc(OC)c(OC)c2)no1 | -2% | -8% | -3% | 2%[46 µM] | 11% | -3% | -15% | 0%
CCOC(=O)N1CCC(NC(=O)C2=CCN(S(=O)(=O)c3ccc(F)cc3)CC2)CC1 | -1% | -6% | nt | nt | nt | 0% | 2% | -5%
COc1cc2[nH]cc(C(=O)NCCc3ccccc3)c(=O)c2cc1OC | 1% | -3% | ? | ? | ? | 32%[activator] | -3% | -3%
COc1ccccc1NC(=S)NC(=O)C(C)C | -11% | -1% | -2% | 4% | 7% | 4% | 6% | -3%
COC(=O)c1[nH]c2cc(C)ccc2c1NC(=O)CN1CCc2cc(OC)c(OC)cc2C1 | -5% | -4% | ? | ? | -23% | -17% | ? | -7%
O=C(c1cnsn1)N1CCN(c2ccccc2)CC1 | 0% | 2% | -2% | 0% | 0% | -1% | 2% | 0%
Cc1ccc(-n2c(C)nc3c(cnn3-c3ccc(C)c(C)c3)c2=O)cc1C | -8% | -1% | ? | ? | -34%[inhibitor] | 6% | -14% | -6%

A second format for 2 compounds above.
Under each structure: RECQ1 helicase	TRb SRC2 PPI	ALDH1A1 block	LMNA splice mod	SMN2 splice enh	GoLoco inh red	KDM4E inh	TR SRC2 fluor cs
> COc1ccccc1NC(=O)CCCc1nc(-c2ccc(OC)c(OC)c2)no1
  -2%	-8%	-3%	2%[46 µM]	11%	-3%	-15%	0%
> CCOC(=O)N1CCC(NC(=O)C2=CCN(S(=O)(=O)c3ccc(F)cc3)CC2)CC1
  -1%	-6%	nt	nt	nt	0%	2%	-5%

(more compounds)
SMILES | RECQ1 helicase | TRb SRC2 PPI | ALDH1A1 block | LMNA splice mod | SMN2 splice enh | GoLoco inh red | KDM4E inh | TR SRC2 fluor cs
CCOC(=O)c1ccccc1NC(=O)CSc1ccc(-c2cccnc2)nn1 | -5% | -5% | -27% | nt | -21% | 29% | -2% | -7%
Cc1ccc(C2C(C#N)=C(N)SC(N)=C2C#N)cc1 | -5% | -4% | 22µM* | 8% | -3% | 107%[activator] | ? | 3%
CC(OC(=O)C1=COCCO1)C(=O)Nc1cc(S(=O)(=O)N2CCCCC2)ccc1Cl (stereo not given) | i | -2% | -2% | nt | -10% | 11% | 8% | -8%
COc1ccc([N+](=O)[O-])cc1NC(=O)c1ccc(N(Cc2ccccc2C)S(C)(=O)=O)cc1 | -9% | -1% | 5% | -9% | 1% | -2% | -1% | 0%
CC(NC(=O)/C(=C/c1ccc2c(c1)OCO2)NC(=O)c1cccc([N+](=O)[O-])c1)C(=O)O (stereo not given) | -5% | 10% | 7% | ? | 16% | -1% | ? | -6%
COc1ccc(NC(=S)NC(=O)/C=C/c2cccs2)cc1 | -7% | -7% | ? | -1%[46 µM] | -8% | 10% | 14% | 3%
COc1ccc(CN2CCNC(=O)C2CC(=O)O)cc1OC (stereo not given) | -6% | 4% | ? | -10% | 3% | 6% | -10% | -5%
COc1ccc(-c2[nH]ncc2N=Nc2cc(C)cc(C)c2)cc1 | -7% | -1% | 11% | -4%[46 µM] | -23% | -6% | -3% | -6%
COc1ccc(-c2nnn(CC(=O)NCc3ccc4c(c3)OCO4)n2)cc1OC | -9% | 0% | -5% | 2%[46 µM] | 29% | 6% | -26% | -6%
CC(C)C(c1nnnn1C(C)(C)C)N1CCOCC1 (stereo not given) | 0% | -20% | ? | -4% | -5% | 18% | -5% | -3%
O=C1NC(=Nc2cccnc2)S/C1=C\c1cccc(F)c1 | -6% | 14% | 12% | nt | nt | 141%[activator] | 0% | 3%
CC(NC(=O)c1ccco1)C(c1cccs1)N1CCN(c2ccccc2F)CC1 (stereo not given) | 4% | 10% | 17% | ? | nt | -2% | -1% | -1%
CCOc1ccc(NC(=O)Cc2ccccc2)cc1 | 1% | 12% | 2% | 11% | 8.9µM* | 24% | 9% | 0%
CCn1cc(CNc2nc3nonc3nc2N2CCCCC2)cn1 | 4% | 4% | -11% | -1%[46 µM] | nt | 1% | 1% | 0%
O=C(NCCCN1CCOCC1)c1ccc(-n2nc(C(F)(F)F)cc2-c2cccs2)cc1 | -8% | 6% | 9% | -4% | -20% | 19% | -7% | -2%
Cc1c([N+](=O)[O-])ccc(S(=O)(=O)N2CCC(C(N)=O)CC2)c1C | i | 4% | -10% | 6% | -17% | 2% | 8% | -1%
CCOC(=O)c1cc(-c2ccccc2)n(CC(=O)Nc2cccc(OC)c2)c1C | -2% | 7% | 9% | -3% | 7% | 8% | 2% | -2%
O=c1c2ccccc2nc2n1CCCS2 | -5% | 5% | ? | ? | nt | nt | 0% | 0%
O=C(O)c1ccccc1C(=O)Nc1ccc(Br)c2cccnc12 | i | 5%&14% | -3% | nt | 2%&-3% | 24% | -3% | 0%&-1%
Cc1cnc(NC(=O)c2sc(Nc3ccccc3)nc2N)o1 | -7% | 2% | nt | nt | nt | 9% | 2% | -9%
COc1ccc(S(=O)(=O)N2Cc3ccccc3CC2C(=O)O)cc1 (stereo not given) | -11% | -1% | ? | 6% | -8% | 5% | -13% | -5%
CCOC(=O)CSC1=C(C#N)C(c2sccc2C)C(C(C)=O)=C(C)N1 (stereo not given) | -3% | -5% | 22µM* | -1% | 4% | 4% | -16% | -3%
CC(=O)NCC(=O)N(C)C(C(=O)Nc1ccc2c(c1)OCCO2)c1ccc(C)cc1 (stereo not given) | 1% | -2% | 4% | nt | 2% | -1% | -1% | -3%
CC(C)(C)C1CCc2c(sc3c2C(=O)NC(c2ccco2)N3)C1 (stereo not given) | 0% | -2% | ? | ? | 13µM* | 45%[activator] | ? | -3%
O=C(C(=O)N1CCOCC1)c1cn(CCOc2ccccc2)c2ccccc12 | 18% | 6% | -6% | nt | -39% | -2% | -5% | -1%
C=CCN(c1ccccc1C(=O)O)S(=O)(=O)/C=C/c1ccccc1 | -3% | -1% | -1% | -3%[46 µM] | 1% | 2% | -8% | -1%

Single records (already shown):
`CCn1cc(CNc2nc3nonc3nc2N2CCCCC2)cn1` in the list: RECQ1 helicase: 4%; TRb SRC2 PPI: 4%; ALDH1A1 block: -11%; LMNA splice mod: -1%[46 µM]; SMN2 splice enh: nt; GoLoco inh red: 1%; KDM4E inh: 1%; TR SRC2 fluor cs: 0%
`CCOc1ccc(NC(=O)Cc2ccccc2)cc1` in the list: RECQ1 helicase: 1%; TRb SRC2 PPI: 12%; ALDH1A1 block: 2%; LMNA splice mod: 11%; SMN2 splice enh: 8.9µM*; GoLoco inh red: 24%; KDM4E inh: 9%; TR SRC2 fluor cs: 0%
